esBAF inh = blocks esBAF chromatin remodeling in mouse ES cells; Bmi1-luciferase knock-in reporter, 24 h; 100% = twice the neutral-well signal; reporter increase, % at 12.5 µM; 350,000 compounds, 2% hits; in the data active means activation above about 40%;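 further: 0% = median of the plate's neutral control wells and 100% = double that signal; a rise in the Bmi1 reporter signal indicates esBAF inhibition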
PglD DTNB = inhibitors of Campylobacter jejuni PglD acetyltransferase; inhibition, % at 12.5 µM; purified PglD enzyme, DTNB colorimetric CoA detection; 360,000 compounds, 0.098% hits; in the data active means inhibition above about 16%, passing the limit was not always enough; further: strong numbers were not always called active
RAD54 inh = RAD54 (human) branch migration inhibition | 360,000 compounds, 0.14% hits | RAD54 Holliday junction branch migration, FAM/BHQ fluorescence | inhibition, % at 10.4 µM;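 active means mean normalized replicate activity at least 40 and at least half of replicates scoring 40 or more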;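 further: 0% = median of neutral control wells and 100% = median of positive control wells; inhibitors cause a drop in the FAM fluorescence signal; in these data hits start at about 50%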
ARNT-TACC3 inh = ARNT/TACC3 interaction disruption | Q9Y6A5 | AlphaScreen His-ARNT PAS-B/GST-TACC3 binding, luminescence; TACC3 fragment carries E629A point mutation | inhibition, % at 9.99 µM | 390,000 compounds, 0.66% hits;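 active means mean inhibition of replicates at least 50% and at least half of replicates each reaching 50%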;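 further: 0% = complete ARNT plus TACC3 wells and 100% = ARNT alone without TACC3; many hits fall short of the cut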
E-sel inducer = E-selectin induction on HUVECs. P16581. HUVEC E-selectin immunofluorescence imaging; normalized: neutral wells 0, TNF-alpha wells 100. activation, % at 7.58 µM. 260,000 compounds, 0.37% hits;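 active means mean E-selectin-positive cell signal at least 10% of the positive control, reached in at least 60% of replicates, without over 20% cell loss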;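 further: in these data hits start at about 27%; measured in HUVEC primary endothelial cells; signal is the percent of cells scored E-selectin positive by PE staining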
Target sequence (P16581 whole entry, looked up): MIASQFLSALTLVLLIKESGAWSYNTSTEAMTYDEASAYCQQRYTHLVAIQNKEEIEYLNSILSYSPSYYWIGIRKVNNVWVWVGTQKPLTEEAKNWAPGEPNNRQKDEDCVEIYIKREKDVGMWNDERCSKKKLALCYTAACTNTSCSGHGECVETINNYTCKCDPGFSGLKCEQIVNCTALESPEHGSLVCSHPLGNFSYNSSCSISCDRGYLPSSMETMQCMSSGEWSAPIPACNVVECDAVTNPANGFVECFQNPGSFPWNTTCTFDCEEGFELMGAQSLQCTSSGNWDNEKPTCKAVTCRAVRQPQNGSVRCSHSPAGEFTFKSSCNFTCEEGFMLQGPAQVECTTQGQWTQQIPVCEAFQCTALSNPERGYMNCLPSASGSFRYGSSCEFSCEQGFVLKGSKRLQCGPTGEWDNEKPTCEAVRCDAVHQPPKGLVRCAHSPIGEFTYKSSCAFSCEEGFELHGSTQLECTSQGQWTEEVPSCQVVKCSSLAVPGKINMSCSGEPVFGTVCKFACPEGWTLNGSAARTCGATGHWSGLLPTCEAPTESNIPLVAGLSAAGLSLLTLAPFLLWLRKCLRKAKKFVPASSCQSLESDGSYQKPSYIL
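Assay system: HUVEC, human umbilical vein endothelial cells / Amount: 3,000 HUVEC/well / Controls: TNF-alpha positive control, DMSO neutral control / Compound dosing: single concentration / Medium: EGM-2 over gelatin coat / Evaluation: percent E-selectin-positive cells / Signal: immunofluorescence imaging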
ERp5 inh = blocks human ERp5 reductase activity on insulin | Q15084 | ERp5 insulin aggregation, absorbance 650 nm, 90 min | inhibition, % at 9.99 µM | 350,000 compounds, 0.05% hits;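 active means mean replicate inhibition above about 25%, with every replicate also reaching it, limit read from the data, passing the limit was not always enough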
Target sequence (Q15084 whole entry, looked up): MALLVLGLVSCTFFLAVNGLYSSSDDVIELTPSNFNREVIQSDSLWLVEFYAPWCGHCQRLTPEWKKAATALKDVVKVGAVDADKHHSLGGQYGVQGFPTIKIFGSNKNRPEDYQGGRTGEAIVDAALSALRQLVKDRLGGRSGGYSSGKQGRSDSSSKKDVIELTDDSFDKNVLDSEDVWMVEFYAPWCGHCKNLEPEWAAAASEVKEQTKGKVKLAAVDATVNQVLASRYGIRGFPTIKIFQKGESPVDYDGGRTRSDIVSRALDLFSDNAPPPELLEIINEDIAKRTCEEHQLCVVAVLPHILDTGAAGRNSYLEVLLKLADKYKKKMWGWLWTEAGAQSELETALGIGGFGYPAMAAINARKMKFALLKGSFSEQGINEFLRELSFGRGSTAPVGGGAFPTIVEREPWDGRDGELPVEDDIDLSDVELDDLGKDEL
RAD52 inh = blocks human RAD52 DNA annealing; recombinant RAD52 DNA annealing, FRET fluorescence; inhibition, % at 18.7 µM; P43351; 360,000 compounds, 0.46% hits;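 active means every replicate showing at least 50% inhibition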
CASP6 VEID inh = caspase-6 (human) enzyme inhibition. purified caspase-6, Z-VEID-R110 cleavage fluorescence. P55212. inhibition, % at 12.5 µM. 350,000 compounds, 0.53% hits;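 active means mean inhibition across replicates at least about 35%, with every replicate also reaching that limit, limit read from the data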;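 further: 0% = median of neutral control wells and 100% = no fluorescence left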
* marks the source's active call; other numbers are inactive results; x = not tested or not shown.

SMILES	esBAF inh	PglD DTNB	RAD54 inh	ARNT-TACC3 inh	E-sel inducer	ERp5 inh	RAD52 inh	CASP6 VEID inh
COCC(=O)Nc1cc(C(=O)NCCc2ccccc2)ccc1Cl	x	0	-6	-3	x	-1	-1	0
C[C@@H]1CN([C@H](C)CO)C(=O)c2cc(NC(=O)Nc3ccccc3)ccc2O[C@@H](C)CCCCO[C@H]1CN(C)Cc1ccc(C(=O)O)cc1	-7	0	2	-3	-0.1	-5	12	3
O=C(CCCCCNC(=S)Nc1ccccc1)C[N+](=O)[O-]	x	x	x	x	0.5	-2	5	3
CCCCCCCCCc1conc1C(=O)/C=C/c1oc2c(c1C)CCC(C)C2 (centres undefined)	x	x	x	x	26	-7	-41	26
COc1ccc(S(=O)(=O)Nc2c(C)nn(C)c2C)cc1Br	-3	0	-10	0	-0.5	-3	-9	5
COc1ccc2sc(C)[n+](C)c2c1	-4	9	7	-10	-1.0	8	-9	x
CCOc1ccc(NC(=O)NNC(=O)C2CCC(C(C)(C)C)CC2)cc1 (centres undefined)	-5	x	x	25	6.0	12	-6	-5
Cc1ccc(-c2nnn(CC(=O)N(CCCO)C(C(=O)NC3CCCC3)c3ccc(Cl)cc3)n2)o1 (centres undefined)	4	-6	9	-3	x	0	-17	1
CN(C)NC(=S)Nc1cccc(C(F)(F)F)c1	-9	4	-1	-7	11	-6	-2	-1
CC(C)CC(NC(=O)CC12CC3CC(CC(C3)C1)C2)C(=O)NC1=NCCS1 (centres undefined)	x	x	x	-5	x	-4	-11	0
CC(C)OC(=O)n1c(=S)oc2ccccc21	32	5	-9	-7	x	-2	-10	-1
Cc1ccc(S(=O)(=O)Nc2ccc3c(c2)C(=O)N([C@H](C)CO)C[C@H](C)[C@@H](CN(C)C(=O)Nc2ccc(F)cc2)OCCCC[C@@H](C)O3)cc1	-8	11	2	-8	x	2	-15	-4
CC=Cc1ccc2n(c1=O)C[C@@H]1[C@@H](CO)[C@H](C(=O)NCC)N(Cc3nccs3)[C@H]21 (mixture of isomers)	-1	0	0	10	-0.1	-4	-31	1
COc1ccc(S(=O)(=O)N[C@H]2C=C[C@H](CC(=O)N3CCN(c4ccccc4)CC3)O[C@H]2CO)cc1	-2	0	-6	5	-1.6	1	-4	0
CCOC(=O)Cn1c(S(=O)(=O)Cc2ccc(Cl)cc2)nc(-c2ccccc2)c1-c1ccccc1	-8	-7	1	-13	x	x	x	x
C[C@@H]1CN([C@@H](C)CO)C(=O)Cc2cc(NC(=O)CCCN(C)C)ccc2O[C@@H]1CN(C)S(=O)(=O)c1ccc(F)cc1	-5	1	1	2	-0.1	-6	-17	-19
O=C(CSc1ccccn1)Nc1ccc(Cl)c([N+](=O)[O-])c1	x	x	x	-6	1.2	-3	-2	2
COCC(=O)Nc1ccc2c(c1)C(=O)N(C)C[C@@H](OC)[C@@H](C)CN(C(=O)C1CCCC1)[C@@H](C)CO2	-2	0	-17	0	0.2	1	0	x
COCCN(C(=O)CCl)C(C(=O)NC1CCCCC1)c1ccccc1C (centres undefined)	x	6	2	-7	0.0	-2	-12	7
O=C(Cc1ccc(Cl)c(Cl)c1)Nc1cccc2ncccc12	x	x	x	-18	-0.1	6	-16	4
CCCCn1c(=S)[nH]c2cc(S(=O)(=O)N3CCCCC3)ccc21	-5	4	4	-2	x	x	x	x
CNC(=S)N(C)[C@H]1c2c(ccc3ccccc23)OC[C@H]1CO	0	x	x	-3	x	-5	-17	-6
O=C(COc1ccc(Cl)cc1)OCC(=O)N1CCOCC1	-3	-3	-7	0	x	-1	8	1
COc1ccc(CCNc2ccc(C(CC(N)=O)NC(=O)Cc3cccc4ccccc34)cc2[N+](=O)[O-])cc1 (centres undefined)	1	2	-2	2	0.0	0	-41	2
Cc1onc(-c2c(F)cccc2Cl)c1C(=O)Nc1nnc(C(F)(F)F)s1	-11	3	-7	-1	0.5	-4	5	2
O=C(Nc1cccc(F)c1)c1ccc2ncsc2c1	16	4	0	-8	x	x	x	x
O=C(C[C@H]1CC[C@H]2[C@@H](COC[C@@H](O)CN2S(=O)(=O)c2ccc(Cl)cc2)O1)NCc1ccc(Cl)c(Cl)c1	1	2	-2	13	0.3	-10	-344	0
O=C(CSc1nc(=O)n(CCN2CCOCC2)c2c1CCC2)Nc1ccc(OC(F)(F)F)cc1	-1	x	x	-2	x	-3	-3	3
N#CC(C#N)=Cc1cccn1-c1ccc(S(N)(=O)=O)cc1	x	x	x	31	x	-1	-10	21
COc1ccc(CCNC(=O)Cn2nnc(-c3ccc(N4CCOCC4)cc3)n2)cc1OC	-2	5	2	6	x	-2	-4	-2
CN(C(=O)CN1C(=O)c2ccccc2S1(=O)=O)C1CCCCC1	-21	2	9	-2	0.3	-10	-10	2
CC(C)NC(=O)N(C)C[C@@H]1Oc2ccc(NC(=O)CCN3CCOCC3)cc2C(=O)N([C@@H](C)CO)C[C@H]1C	-8	-2	8	-16	33*	1	5	12
COc1ccc(Cl)cc1NC(=O)CN(C)C(=O)c1cc2ccccc2cc1O	2	1	1	2	0.1	-3	0	3
COc1ccc(C(=O)NNC(=O)CSc2nnc(C)n2CC2CCCO2)cc1 (centres undefined)	-2	2	-3	-57	x	0	-8	4
S=c1[nH]nc(CCc2nc3ccccc3[nH]2)n1-c1ccccc1	x	x	x	-10	-0.8	8	1	-2
O=C(CCc1ccccc1)NCCc1nc2ccccc2[nH]1	x	x	x	-9	x	5	-11	1
CCOC(=O)COn1c(SCC(=O)OCC)nc2ccccc2c1=O	1	-1	-5	27	x	x	x	x
C[C@H](NC(=O)C[C@H]1C=C[C@@H](NC(=O)Nc2ccc3c(c2)OCO3)[C@@H](CO)O1)c1ccccc1	x	x	x	x	0.3	2	-1	-2
CC(=O)Nc1ccc(-c2ccnc3c2CC(C)(C(=O)Nc2ccc(C(C)C)cc2)O3)cc1 (centres undefined)	1	-2	10	x	-0.5	5	-26	1
CC(C)C[C@H](NC(=O)c1nc[nH]c1C(=O)NCc1ccccc1)C(=O)OC(C)(C)C	4	1	-4	9	0.5	-3	-12	-5

Random excerpt: 2 compounds from above, in no set order.
SMILES	esBAF inh	PglD DTNB	RAD54 inh	ARNT-TACC3 inh	E-sel inducer	ERp5 inh	RAD52 inh	CASP6 VEID inh
CNC(=S)N(C)[C@H]1c2c(ccc3ccccc23)OC[C@H]1CO	0	x	x	-3	x	-5	-17	-6
O=C(Nc1cccc(F)c1)c1ccc2ncsc2c1	16	4	0	-8	x	x	x	x

Continuation.
SMILES	esBAF inh	PglD DTNB	RAD54 inh	ARNT-TACC3 inh	E-sel inducer	ERp5 inh	RAD52 inh	CASP6 VEID inh
O=C1N/C(=N/Nc2ccccc2)S/C1=C\c1ccccc1	13	-5	1	29	x	x	x	x
COc1ccc(N2CCN(C(=O)CN(c3ccc(Br)cc3)S(C)(=O)=O)CC2)cc1	4	1	7	12	x	x	x	x
O=C(CCn1c(=O)oc2ccccc21)NC1=NCCS1	-5	-3	-5	-2	x	x	x	x
COc1ccc(-c2cc(C(=O)N3CCN(C(=O)c4ccco4)CC3)[nH]n2)cc1	-3	10	-5	-9	x	3	-17	1
Cc1ccc(Cl)cc1NC(=O)CN1CCN(S(=O)(=O)N2CCOCC2)CC1	-4	5	4	2	x	4	-10	-1
COc1ccc(NC(C)c2cc(Cl)ccc2O)cc1 (centres undefined)	2	5	2	15	x	x	x	x
CC(C)C(=O)NC(=S)Nc1ccccc1C(=O)NC1CCCCC1	x	x	x	-5	-0.2	0	-11	2
COc1ccc(NC(=O)N(C)C[C@H]2OCc3ccccc3-c3c(n(C)c4ccccc34)C(=O)N([C@H](C)CO)C[C@@H]2C)c(OC)c1	9	0	6	11	0.0	2	-5	4
COc1ccc2c(c1)CCCC21NC(=O)N(CC(=O)NCc2cccs2)C1=O (centres undefined)	-5	-4	-1	-6	1.0	2	-7	-1
CCN(CCCNC(=O)CC(C(=O)N1CCc2ccccc21)n1ccnc1)c1cccc(C)c1 (centres undefined)	-4	-2	5	12	x	x	x	x
C=C(C)Cn1c(N)cc(=O)nc1SCC(=O)Nc1cccc(C(F)(F)F)c1	x	-3	-4	-8	-0.7	3	2	0
CN1CCN(C(=O)C2=C[C@H](c3ccc4c(c3)OCO4)C[C@H](OCc3ccc(CO)cc3)O2)CC1	-1	-4	1	4	-0.2	2	1	2
O=C(Nc1ccc2c(c1)C(=O)OC2)c1ccc(C(F)(F)F)cc1	14	-1	-14	8	x	-1	-11	2
CC(C)(C)C(=O)OCc1nc(-c2ccc(Cl)cc2)cs1	65*	3	-12	-10	x	2	-14	1
CCCNC(=O)N1[C@H](CO)[C@H](c2ccc(-c3cccnc3)cc2)[C@@H]1C#N	-1	1	-9	39	0.1	4	-7	1
CC(C)NS(=O)(=O)c1ccc(NC(=O)C2CC3C=CC2C3)cc1 (centres undefined)	-1	-1	1	-3	x	x	x	x
Cc1cc(C(=O)Nc2cccc3c2O[C@H](CN(C)CC2CCCCC2)[C@@H](C)CN([C@H](C)CO)C3=O)n(C)n1	-5	-1	-4	11	-1.9	-7	5	2
COc1ccc(CSCCc2n[nH]c(=S)n2-c2ccccc2)cc1C	-9	12	x	1	1.2	3	-4	0
C/C=C/c1ccc2c(c1)O[C@H](CN(C)C(=O)c1ccccc1)[C@H](C)CN([C@H](C)CO)S2(=O)=O	11	5	-8	0	-0.2	-2	-5	5
O=C(COC(=O)c1cc[n+]([O-])cc1)Nc1ccc(Cl)cc1Cl	3	-6	-8	-2	-0.2	-3	-20	0
O=C(c1ccccc1)c1nc2ccccc2[nH]c1=O	8	-2	-12	2	x	x	x	x
C[C@@H]1CN([C@@H](C)CO)C(=O)c2cc(C#C[C@@H](C)O)cnc2O[C@@H]1CN(C)Cc1cncnc1	-12	0	-5	-1	-0.2	2	3	-3
Cc1nc2ccccc2nc(=O)c1NNc1ccccc1	x	x	x	0	x	5	-9	-1
COCC(=O)N1CC2(C1)CN(Cc1ccccc1F)[C@H](CO)c1[nH]c3cc(OC)ccc3c12	x	x	x	x	-0.1	34*	-24	-1
c1cncc(-c2nc(-c3cccs3)cs2)c1	22	2	5	-3	x	x	x	x
Cc1cccc(NC(=O)/C(C#N)=C/c2cccc([N+](=O)[O-])c2)n1	1	6	3	-3	x	3	-14	5
N/C(=N\OS(=O)(=O)c1ccc2ccccc2c1)c1cccnc1	4	2	-24	-5	0.9	-3	3	-1
Cc1cc(Nc2cc(Cl)nc(Sc3ccc(NC(=O)C4CC4)cc3)n2)n[nH]1	2	-3	12	-4	0.2	-3	-12	-1
Oc1csc(Cc2nc(-c3ccccc3F)cs2)n1	x	x	x	-15	x	-4	-4	7
COc1ccc(C#Cc2cnc3c(c2)C(=O)N([C@@H](C)CO)C[C@H](C)[C@H](CN(C)C(=O)CC2CC2)O3)cc1	-1	4	12	7	0.1	-5	-4	2
COc1ccc2c3c(n(C)c2c1)[C@@H](CO)N(C(=O)Nc1ccc(F)cc1)CC31CN(Cc2cccnc2)C1	x	x	x	x	-0.5	7	-21	4
CCCCn1c(SCC(=O)N(CC)C2CCS(=O)(=O)C2)nc2cc(S(N)(=O)=O)ccc21 (centres undefined)	x	x	x	29	7.9	-1	-1	-1
CCCN(CCC)CCOc1cc(C)ccc1C(C)C	x	x	x	-6	x	-5	3	0
OC1CCN(Cc2ccc(OCc3ccccc3)cc2)CC1	4	-2	3	-5	0.1	-6	-3	-3
C=CCOc1ccc(Br)cc1CNCC	x	3	2	0	x	3	-9	-4

Compounds shown so far containing a cyano group, in the order listed:
SMILES	esBAF inh	PglD DTNB	RAD54 inh	ARNT-TACC3 inh	E-sel inducer	ERp5 inh	RAD52 inh	CASP6 VEID inh
N#CC(C#N)=Cc1cccn1-c1ccc(S(N)(=O)=O)cc1	x	x	x	31	x	-1	-10	21
CCCNC(=O)N1[C@H](CO)[C@H](c2ccc(-c3cccnc3)cc2)[C@@H]1C#N	-1	1	-9	39	0.1	4	-7	1
Cc1cccc(NC(=O)/C(C#N)=C/c2cccc([N+](=O)[O-])c2)n1	1	6	3	-3	x	3	-14	5

Bioassay records: PubChem BioAssay, Broad Institute
